Assay outcomes from PubChem.
IL-1B inflam inh – blocks inflammasome-driven IL-1 beta release | THP-1 LPS/ATP IL-1B secretion, AlphaLISA, 16 h; stronger effect = lower value | activity change, % at 57.5 µM | AID 743279 | actives 4.7% (n = 360,000); in the data active = activity change below about -50%; inconclusive = mostly about -30% to -49%; note: % is set by controls: 0 for no effect and ±100 for the full control effect
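Secreted IL-1B measured by AlphaLISA bead assay after 16 h compound exposure of THP-1 cells; compounds (final up to 57.5 uM) added 1 h before LPS (250 ng/mL) and ATP (1.25 mM) stimulation; lower signal means less secretion.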
SW480 rereplic – DNA re-replication induction in SW480 cells; SW480 DNA re-replication, Hoechst DNA content imaging, 48 h; Potency, µM (series often up to 46.1 µM), without a hit: at the top dose re-replication activation, actives largely listed as activators; actives 1.8% (n = 340,000); note: potency is the fitted concentration of half-maximal effect; % of control where 0% means no effect; nearly all actives have a fitted effect of over 55% in size
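DNA re-replication was detected as more nuclei of elevated Hoechst intensity after 48 hr exposure to compound (23 nL pinned per well of 250 cells).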
HT1080NT lethal – kills 2HG-producing HT-1080-NT fibrosarcoma cells; HT-1080-NT fibrosarcoma viability, CellTiter-Glo ATP luminescence, 48 h; Potency, µM (doses to about 46.1 µM), without a hit: at the highest dose activity, negative = less viability, actives largely listed as cytotoxic; actives 1.6% (n = 360,000);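 note: NT is the 2HG producing partner of a matched IDH1 knockdown line; potency is the fitted concentration of half-maximal effect; 0% = DMSO-treated cells and -100% = media-only wells without cells; nearly all actives have a fitted effect of over 55% in size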
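HT-1080-NT fibrosarcoma cells (2HG-overproducing), 750 cells/well in RPMI with 5% FBS, dosed after 2 h and incubated 48 h at 37C. CellTiter-Glo luminescence normalized to DMSO and no-cell wells; concentration-response curves fitted and classed.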
GLP-1R agonist – activates the human GLP-1 receptor; P43220; Potency, µM (top dose mostly 45.6 µM), inactives show at the highest dose activation, usual class: activators; AID 624172; HEK293 GLP-1R CRE-luciferase, luminescence, 4-6 h; cells express a hypersensitive GLP-1R form; actives 0.007% (n = 380,000); note: potency is the fitted concentration of half-maximal effect; % of control where 0% means no effect
Target sequence (P43220 whole entry, looked up): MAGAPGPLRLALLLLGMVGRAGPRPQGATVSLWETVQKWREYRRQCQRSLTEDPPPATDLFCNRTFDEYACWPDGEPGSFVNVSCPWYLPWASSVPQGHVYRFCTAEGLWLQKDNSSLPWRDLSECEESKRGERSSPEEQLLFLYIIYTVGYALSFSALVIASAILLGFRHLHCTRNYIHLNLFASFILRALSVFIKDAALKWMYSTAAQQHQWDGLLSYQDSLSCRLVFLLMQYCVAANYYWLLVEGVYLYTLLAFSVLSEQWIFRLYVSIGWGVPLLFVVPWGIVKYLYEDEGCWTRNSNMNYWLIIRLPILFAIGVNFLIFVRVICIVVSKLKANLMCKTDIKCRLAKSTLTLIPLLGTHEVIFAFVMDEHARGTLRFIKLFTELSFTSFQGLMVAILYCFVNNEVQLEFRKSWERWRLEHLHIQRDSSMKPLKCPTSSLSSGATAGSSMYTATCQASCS
D3 ag – agonists of human D3 dopamine receptor; D3R DiscoveRx beta-arrestin cells, luminescence, 90 min; max activation, %; actives 0.58% (n = 410,000); in the data active = max activation above about 30%; note: 0% is about no effect; mostly tested at two doses, the higher about 12 µM
Target sequence (P35462 whole entry, looked up): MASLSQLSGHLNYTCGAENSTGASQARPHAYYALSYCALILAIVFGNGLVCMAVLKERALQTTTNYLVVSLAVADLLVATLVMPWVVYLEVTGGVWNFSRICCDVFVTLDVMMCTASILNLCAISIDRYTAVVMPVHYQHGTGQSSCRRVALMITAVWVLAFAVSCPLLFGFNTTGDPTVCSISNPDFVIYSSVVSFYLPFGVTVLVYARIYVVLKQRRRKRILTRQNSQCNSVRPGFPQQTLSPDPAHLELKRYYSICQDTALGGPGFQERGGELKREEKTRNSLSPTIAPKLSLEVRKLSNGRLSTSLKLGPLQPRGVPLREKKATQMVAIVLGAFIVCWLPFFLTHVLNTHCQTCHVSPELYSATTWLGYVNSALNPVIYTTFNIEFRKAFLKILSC
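Agonist mode: compounds and dopamine controls were applied to plated cells for 90 min at 37 degrees C after an overnight attachment at 1500 cells/well. Luminescent read-out followed 30 - 60 minutes at room temperature with DiscoveRx detection reagent.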
KB-3-1 tox – kills parental KB-3-1 adenocarcinoma cells. KB-3-1 viability, CellTiter-Glo ATP luminescence, 72 h. Potency, µM (titrated, usually from 46.1 µM), without a hit: at the highest dose activity change, negative = cytotoxic, usual class: cytotoxic. actives 1.4% (n = 400,000); note: potency is the fitted concentration of half-maximal effect; % is set by controls: 0 for no effect and ±100 for the full control effect; nearly all actives have a fitted effect of over 60% in size
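72 h, 37 °C compound treatment of KB-3-1 parental cells; CellTiter-Glo added, 10 min, luminescence read. Data corrected against DMSO-only plates and normalized before curve fitting.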
D3 antag – blocks the human D3 dopamine receptor. D3R cells, DiscoveRx beta-arrestin luminescence, antagonist mode; stronger effect = lower value. actives 2.5% (n = 360,000). max response, negative = inhibition, %; in the data active = max response below about -50%; inconclusive = no clear call, values can overlap the other calls; note: % is set by controls: 0 for no effect and ±100 for the full control effect; mostly tested at two doses, the higher about 12 µM
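Cells expressing the human receptor were seeded at 1500 cells/well, incubated overnight at 37 degrees C in 5% CO2, then exposed to library compounds with dopamine controls for 90 minutes at 37 degrees C before luminescent detection.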
KB-V1 MDR tox – KB-V1 MDR subline cytotoxicity; KB-V1 MDR cells viability, CellTiter-Glo, 72 h; Potency, µM (series often up to 46.1 µM), without a hit: at the top dose activity change, negative = cytotoxicity, most hits filed as cytotoxic; actives 3.4% (n = 400,000); AID 1347076; note: potency is the fitted concentration of half-maximal effect; % is set by controls: 0 for no effect and ±100 for the full control effect; nearly all actives have a fitted effect of over 60% in size
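Cytotoxicity toward P-gp-expressing KB-V1 cells was determined as loss of CellTiter-Glo luminescence after 72 h at 37 degrees C. Compounds were tested in quantitative HTS format across a concentration range, with curves fitted to normalized data.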
HT1080 IDH1KD tx – kills HT-1080 cells with IDH1 knockdown | HT-1080 IDH1 knockdown viability, ATP luminescence, 48 h | Potency, µM (highest dose often 46.1 µM), inactives show at the highest dose activity, negative = toxicity, hits mostly cytotoxic | actives 2% (n = 360,000) | AID 686971;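 note: potency is the fitted concentration of half-maximal effect; 0% = DMSO wells and -100% = cell-free medium wells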
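Luminescent ATP read-out (CellTiter-Glo, 10 min at room temperature) after 48 h compound exposure at 37 °C gave viability of IDH1-knockdown HT-1080 cells. Activity was normalised to DMSO and cell-free wells, then fitted as concentration-response curves.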
Starred values were filed as active, the others as inactive; ? = inconclusive; . = no result given; & = joins results of further samples; [ ] = remark or other dose. Unless noted, calls come from the whole dose curve; as a rule, active = well fitted curve in the direction sought with a large enough effect; inconclusive = small, poorly fitted or top-dose-only effect, or another doubt; inactive = no such curve, though single readings can be large; an effect the other way counts as inactive or inconclusive.

SMILES	IL-1B inflam inh	SW480 rereplic	HT1080NT lethal	GLP-1R agonist	D3 ag	KB-3-1 tox	D3 antag	KB-V1 MDR tox	HT1080 IDH1KD tx
c1ccc(C[n+]2ccccc2)cc1	0.0	-4.5%	-2.3%	-2.6%	0.0	-1.2%	0.8	-21.5%	-5.3%
COC(=O)C1=C(c2cccc(C#N)c2)C[C@@H]2CC[C@H]1N2C(=O)NCCOc1ccc(OC)cc1	-4.7	-2.8%	19.2%	10.7%	4.2	-7.6%	0.0	-7.9%	11.4%
Clc1ccc(CCC(Cn2ccnc2)Sc2c(Cl)cccc2Cl)cc1 (centres undefined)	-0.4	-56.2%[inhibitor]	?	-2.6%	-27.6&7.0	?	-17.6	20.6µM*	?
C=CCC1(Nc2ccccc2)CC(C)N(C)CC1C (centres undefined)	?	-4.1%	-0.2%	-7.4%	6.7	3.0%	-5.1	2.1%	-2.1%
O=C(Cc1ccccc1)Oc1ccccc1N1C(=O)CCC1=O	46.5	-9.5%	21.1%	-10.9%	-3.4	3.6%	9.1	-0.6%	14.7%
Clc1ccc(OCC#CCN2CCCCCC2)cc1	-9.9	-1.6%	-11.5%	3.9%	-3.9	0.8%	-90.6*	6.5%	-1.8%
Cc1ccc(S(=O)(=O)NC(CC(=O)N2CCC3(CC2)OCCO3)c2ccco2)cc1 (centres undefined)	-8.8	-1.9%	-1.0%	4.9%	-10.5	-0.3%	6.8	-0.5%	8.0%
N#CC1c2ccccc2-n2nncc2CN1Cc1cc(Cl)cc(Cl)c1 (centres undefined)	-102.2*	?	8.2µM*	-13.0%	-45.5	5.8µM*	-109.3*	?	6.51µM*
CC(C)C[C@H]1C(=O)N2CCCC2[C@]2(O)O[C@](NC(=O)[C@@H]3C=C4c5cccc6[nH]cc(c56)CC4N(C)C3)(C(C)C)C(=O)N12 (some centres undefined)	-6.9	?	-24.5%	5.2%	13.7	0.0%	?	7.3%	-22.5%
O=C(CCn1nc(-c2ccc(Cl)cc2)ccc1=O)N1CCC2(CC1)OCCO2	-4.0	-7.5%	-1.8%	5.7%	-6.2	-3.8%	7.4	-4.5%	0.1%
CCN1CCN(c2cc(N3CCCC3)c([N+](=O)[O-])cc2F)CC1	-6.6	38.3%	-5.3%	-0.4%	-11.2	-1.3%	?	?	7.5%
FC(F)(F)c1ccc(CSc2ccccn2)cc1	-60.8*	-3.6%	?	10.1%	0.3	-14.5%	-10.7	25.1%	10.8%
COc1ccc2cc1Oc1ccc(cc1)C[C@H]1c3cc(c(OC)cc3CCN1C)Oc1c(OC)c(OC)cc3c1[C@@H](C2)N(C)CC3	?	?	-18.6%	9.9%	-41.6	0.7%	0.0	4.2%	-14.2%
c1ccc(C2CC3CC4(CCCC4)N2O3)cc1 (centres undefined)	-6.6	-7.1%	-1.1%	-4.3%	-0.9	0.9%	-9.3	-7.7%	-2.5%
Cc1ccccc1OP(N)(=O)Oc1ccccc1C	-15.0	?	-5.6%	2.1%	-4.8	-4.6%	-22.0	-2.8%	-4.1%
C=C(Cl)CSC(=S)N(CC)CC	5.8	-0.9%	?	3.3%	5.3	0.0%	0.0	?	?
Cc1ncc(CN2CCCC(C(=O)c3ccc(C(C)(C)C)cc3)C2)s1 (centres undefined)	-29.1	-4.2%	-13.1%	17.2%	-12.8	?	?	-10.1%	-6.3%
COCCCNC(=O)Cn1cc(/C=C2\C(=O)NC(=O)N(c3ccccc3F)C2=O)c2ccccc21	-82.4*	28.6%	?	-1.6%	-9.7	-0.2%	-3.6	9.3%	?
CCN(CC)C(=O)c1ccc(NC(=S)NC(=O)CCc2ccccc2)cc1	?	2.4%	-5.3%	-4.1%	-2.5	17.0%	-19.0	-14.1%	-22.3%
CN(C)C(=O)Oc1cccc(OCc2n(C)c3ccccc3[n+]2C)c1	32.3	2.1%	2.0%	0.3%	-2.2	-16.0%	16.7	7.7%	3.0%
CC(C)(C)c1cc([N+](=O)[O-])cc(C(C)(C)C)c1O	-16.2	-13.1%	?	-0.4%	-3.6	11.6µM*	-15.9	-2.5%	?
c1ccc2oc(N3CCNCC3)nc2c1	-7.2	0.4%	-1.4%	-10.0%	0.4	-5.2%	-4.7	-5.5%	-0.4%
CN(C)S(=O)(=O)c1cc(C(=O)N2CCC(C(=O)O)(c3ccccc3)CC2)ccc1Cl	-7.5	-4.3%	13.8%	-0.7%	-3.0	3.5%	-1.2	1.9%	9.6%
C[C@]1(O)CCC2C3CC[C@H]4C[C@@H](OC(=O)[C@@H](N)CCCCN)CC[C@]4(C)C3CC[C@@]21C (some centres undefined)	-7.6	.	-2.8%	10.3%	-4.5	0.0%	?	0.0%	0.1%
COc1cc(/C=C/c2cccc[n+]2C)ccc1OCC(=O)Nc1ccccc1C	-5.7	-5.9%	?	7.2%	-0.4	0.0%	-3.5	?	16.2%
Additional results follow:
SMILES	IL-1B inflam inh	SW480 rereplic	HT1080NT lethal	GLP-1R agonist	D3 ag	KB-3-1 tox	D3 antag	KB-V1 MDR tox	HT1080 IDH1KD tx
N/C(=N\[N+](=O)[O-])N1CCN(C(=O)Oc2ccccc2)CC1	-8.4	-0.6%	10.4%	-2.5%	-3.2	-10.7%	19.0	-1.8%	-0.5%
O=C1NCN(c2ccccc2)C12CCN(C(c1cc3ccccc3o1)c1nnnn1C1CCCC1)CC2 (centres undefined)	-65.2*	.	?	10.6%	10.3	?	92.0	?	?
OC(c1ccccc1)(c1ccc(Cl)cc1)C1CN2CCC1CC2 (centres undefined)	-70.1*	?	?	0.9%	-31.4	?	-28.7	?	16.4µM*
Cc1oc(-c2ccccc2)nc1CN1C(=O)C(C)N=C(c2ccccc2F)c2cc(Cl)ccc21 (centres undefined)	-13.4	3.2%	-0.6%	0.8%	2.8	-17.4%	5.5	0.0%	-6.3%
c1cc2c(cc1[C@H]1OCC3C1CO[C@@H]3c1ccc3c(c1)OCO3)OCO2 (some centres undefined)	-11.1	-13.6%	19.1%	-1.1%	5.6	0.7%	0.2	7.2%	-11.7%
O=C1NC(=O)C(=Cc2cc([N+](=O)[O-])ccc2N2CCCCC2)C(=O)N1	17.2	11.2%	1.3%	10.9%	-0.1	3.0%	8.8	-3.9%	-10.3%
c1ccc(N2[C@@H]3CC[C@H]2c2ccccc2C3)cc1	33.1	.	18.1%	-1.2%	-1.3	-6.0%	13.6	11.3%	3.2%
COc1ccc(C(=O)C23CN4CN(CN(C4)C2)C3)cc1	22.2	-2.5%	?	-0.3%	4.3	8.4%	13.7	-5.1%	13.1%
CCCC[N+]12CCC(CC1)C(=C(c1ccccc1)c1ccccc1)C2	-4.3	-3.7%	0.1%	-2.0%	-0.6	-3.8%	2.4	0.0%	-2.1%
O=C1c2ccccc2-n2nnc(-c3ccccc3)c2C2c3ccccc3CCN12 (centres undefined)	52.0	.	14.3%	16.1%	6.3	0.1%	0.0	0.0%	-0.2%
CCOc1ccc(C=C2C(=O)NC(=S)NC2=O)cc1OCC	5.0	12.0%	2.6%	1.8%	0.6	1.9%	-8.9	-14.5%	2.8%
CCC(c1nnnn1-c1ccc(OC)cc1)N1CCC(n2c(=O)[nH]c3ccccc32)CC1 (centres undefined)	-21.6	.	1.4%	-1.2%	22.3	0.1%	0.0	5.1%	2.5%
Fc1ccc(CCNCc2ccccc2Cl)cc1	-5.7	-1.0%	-2.0%	9.4%	-13.0	1.1%	-21.2	-24.3%	-5.7%
COc1ccc(CC(=O)Nc2ccc(C#N)c(Cl)c2)cc1S(=O)(=O)N1CCOCC1	-12.6	20.3%	-4.7%	22.0%	-5.1	.	-9.7	.	-1.0%
COC(=O)C1=C(c2ccc3ccccc3c2)C[C@@H]2CC[C@H]1N2C(=O)NCCNC(C)=O	12.9	-5.6%	-18.4%	-1.3%	-3.9	6.7%	-3.2	0.0%	6.6%
NCCCC(=O)OC1N=C(c2ccccc2Cl)c2cc(Br)ccc2NC1=O (centres undefined)	-16.7	1.1%	-3.1%	11.4%	0.7	4.8%	4.4	6.0%	-1.9%
COc1cccc(OC)c1C1=NCC(=O)Nc2c1oc1ccc(Br)cc21	20.9	0.651µM*	?	14.2%	-1.3	0.0%	?	?	2.91µM*
Cc1cccc(NC(=O)CSc2nnc([C@@H](N)Cc3c[nH]c4ccccc34)o2)c1C	-23.6	?	-2.7%	0.5%	-2.9	-1.7%	10.0	3.8%	-1.3%
Fc1ccc(C(OCCN2CCCC2)c2ccc(Br)cc2)cc1 (centres undefined)	-76.5*	7.4%	16.4µM*	2.8%	-39.1	0.0%	-73.3*	?	16.4µM*
CCC(C(=O)N1C[C@H]2C[C@@H](C1)c1cccc(=O)n1C2)c1ccccc1 (some centres undefined)	12.6	?	0.1%	-3.6%	0.0	0.0%	16.0	-23.2%	-2.4%

Record cards (already shown):
CCC(c1nnnn1-c1ccc(OC)cc1)N1CCC(n2c(=O)[nH]c3ccccc32)CC1 (centres undefined) as listed: IL-1B inflam inh = -21.6; SW480 rereplic = .; HT1080NT lethal = 1.4%; GLP-1R agonist = -1.2%; D3 ag = 22.3; KB-3-1 tox = 0.1%; D3 antag = 0.0; KB-V1 MDR tox = 5.1%; HT1080 IDH1KD tx = 2.5%
CCC(C(=O)N1C[C@H]2C[C@@H](C1)c1cccc(=O)n1C2)c1ccccc1 (some centres undefined) as listed: IL-1B inflam inh = 12.6; SW480 rereplic = ?; HT1080NT lethal = 0.1%; GLP-1R agonist = -3.6%; D3 ag = 0.0; KB-3-1 tox = 0.0%; D3 antag = 16.0; KB-V1 MDR tox = -23.2%; HT1080 IDH1KD tx = -2.4%
Cc1oc(-c2ccccc2)nc1CN1C(=O)C(C)N=C(c2ccccc2F)c2cc(Cl)ccc21 (centres undefined) as listed: IL-1B inflam inh = -13.4; SW480 rereplic = 3.2%; HT1080NT lethal = -0.6%; GLP-1R agonist = 0.8%; D3 ag = 2.8; KB-3-1 tox = -17.4%; D3 antag = 5.5; KB-V1 MDR tox = 0.0%; HT1080 IDH1KD tx = -6.3%

Only part of the results is shown; the hit share may differ from the screen's.
